# Bioassay records as filed in PubChem BioAssay.
# IL1B secr inh: qHTS for Inhibitors of Inflammasome Signaling: IL-1-beta AlphaLISA Primary Screen; THP-1 LPS/ATP IL-1B secretion, AlphaLISA, 16 h; hits give low values; activity change, % at 57.5 µM; actives 4.7% (n = 360,000); AID 743279, 2014; in the data active = activity change below about -50%; inconclusive = mostly about -30% to -49%; note: % is set by controls: 0 for no effect and ±100 for the full control effect
#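 THP-1 cells pretreated 1 hr with compounds (up to 57.5 uM final), then stimulated with LPS (250 ng/mL final) plus ATP (1.25 mM final); secreted IL-1B measured by AlphaLISA after 16 hr, decreased signal indicating inhibition.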
# D3 ag: qHTS of D3 Dopamine Receptor Agonist: qHTS; max activation, %; actives 0.58% (n = 410,000); AID 652048, 2013; D3R DiscoveRx beta-arrestin cells, luminescence, 90 min; D(3) dopamine receptor (Homo sapiens), P35462; in the data active = max activation above about 30%; note: 0% is about no effect; mostly tested at two doses, the higher about 12 µM
# Target sequence (P35462 whole entry, looked up): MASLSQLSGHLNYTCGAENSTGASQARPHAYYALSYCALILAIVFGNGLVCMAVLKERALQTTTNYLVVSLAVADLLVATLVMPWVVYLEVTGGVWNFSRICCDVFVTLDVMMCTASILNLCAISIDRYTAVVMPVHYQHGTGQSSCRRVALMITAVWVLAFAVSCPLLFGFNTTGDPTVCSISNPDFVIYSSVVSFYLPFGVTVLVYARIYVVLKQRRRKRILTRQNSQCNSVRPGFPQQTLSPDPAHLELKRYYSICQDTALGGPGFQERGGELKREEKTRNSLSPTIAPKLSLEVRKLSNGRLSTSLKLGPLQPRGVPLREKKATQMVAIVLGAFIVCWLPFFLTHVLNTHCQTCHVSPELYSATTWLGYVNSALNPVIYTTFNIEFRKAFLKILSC
#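 Agonist-mode cell screen: cells plated at 1500/well and incubated overnight at 37 °C, then exposed to library compounds for 90 min at 37 °C. Detection reagent was added for 30–60 min at room temperature, and luminescence was read.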
# HT1080-NT tox: qHTS for induction of synthetic lethality in tumor cells producing 2HG: qHTS for the HT-1080-NT fibrosarcoma cell line. HT-1080-NT fibrosarcoma viability, CellTiter-Glo ATP luminescence, 48 h. Potency, µM (highest dose often 46.1 µM), for the others: at the highest dose activity, negative = less viability, usual class: cytotoxic. actives 1.6% (n = 360,000);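 note: NT is the 2HG producing partner of a matched IDH1 knockdown line; potency is the fitted concentration of half-maximal effect; 0% = DMSO-treated cells and -100% = media-only wells without cells; nearly all actives have a fitted effect of over 55% in size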
#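 HT-1080-NT; 750 cells/well; 5% FBS RPMI; 48 h compound, 37 degrees C; CellTiter-Glo luminescence; curve fitting and curve-class assignment.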
# SW480 rerep: A quantitative high throughput screen for small molecules that induce DNA re-replication in SW480 colon adenocarcinoma cells | SW480 DNA re-replication, Hoechst DNA content imaging, 48 h | Potency, µM (top dose mostly 46.1 µM), inactives show top-dose re-replication activation, actives largely listed as activators | actives 1.8% (n = 340,000) | AID 624297, 2012; note: potency is the fitted concentration of half-maximal effect; % of control where 0% means no effect; nearly all actives have a fitted effect of over 55% in size
#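 Image-based read-out: total Hoechst fluorescence of nuclei (405 nm excitation, 500-530 nm emission), with hits raising the fraction of high-intensity nuclei. SW480 colon cells incubated 48 hr with compounds at 37 C.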
# GLP-1R agonist: qHTS of GLP-1 Receptor Agonists | HEK293 GLP-1R CRE-luciferase, luminescence, 4-6 h; cells express a hypersensitive GLP-1R form | actives 0.007% (n = 380,000) | Glucagon-like peptide 1 receptor (Homo sapiens), P43220 | AID 624172, 2012 | Potency, µM (series often up to 45.6 µM), for the others: at the highest dose activation, actives largely listed as activators; note: potency is the fitted concentration of half-maximal effect; % of control where 0% means no effect
# Target sequence (P43220 whole entry, looked up): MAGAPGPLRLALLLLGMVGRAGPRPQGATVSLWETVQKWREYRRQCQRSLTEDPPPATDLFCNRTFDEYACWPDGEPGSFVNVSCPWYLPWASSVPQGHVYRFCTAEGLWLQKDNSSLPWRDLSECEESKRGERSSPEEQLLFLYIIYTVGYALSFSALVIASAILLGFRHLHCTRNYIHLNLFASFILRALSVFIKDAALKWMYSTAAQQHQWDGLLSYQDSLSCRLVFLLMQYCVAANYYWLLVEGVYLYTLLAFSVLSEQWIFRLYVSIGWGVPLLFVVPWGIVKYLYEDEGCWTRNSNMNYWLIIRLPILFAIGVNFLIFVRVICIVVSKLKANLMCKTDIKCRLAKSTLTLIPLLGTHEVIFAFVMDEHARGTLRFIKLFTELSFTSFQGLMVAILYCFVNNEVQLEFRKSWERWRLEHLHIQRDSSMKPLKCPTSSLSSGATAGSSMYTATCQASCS
# KB-3-1 tox: qHTS assay for MDR1-selective chemotherapeutics: Primary screen using the parental adenocarcinoma cell KB-3-1; actives 1.4% (n = 400,000); AID 1347075, 2019; KB-3-1 viability, CellTiter-Glo ATP luminescence, 72 h; Potency, µM (highest dose often 46.1 µM), for the others: at the highest dose activity change, negative = cytotoxic, hits mostly cytotoxic; note: potency is the fitted concentration of half-maximal effect; % is set by controls: 0 for no effect and ±100 for the full control effect; nearly all actives have a fitted effect of over 60% in size
#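 KB-3-1 parental drug-naive adenocarcinoma cells in DMEM/10% FBS, incubated 72 h at 37 C with pin-transferred compounds across a concentration series. Viability by CellTiter-Glo luminescence; concentration-response curves fitted after normalization.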
# HT1080 IDH1KD tx: qHTS for induction of synthetic lethality in tumor cells producing 2HG: qHTS for the HT-1080-IDH1KD cell line. Potency, µM (top dose mostly 46.1 µM), inactives show at the highest dose activity, negative = toxicity, actives largely listed as cytotoxic. HT-1080 IDH1 knockdown viability, ATP luminescence, 48 h. actives 2% (n = 360,000);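 note: potency is the fitted concentration of half-maximal effect; 0% = DMSO wells and -100% = cell-free medium wells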
#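 HT-1080-IDH1KD cells (IDH1 knocked down), 750/well in RPMI with 5% FBS, treated with compound 48 h at 37 degrees C. Viability by CellTiter-Glo luminescence, normalised to DMSO and no-cell wells; concentration-response curves classed.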
# D3 antag: qHTS of D3 Dopamine Receptor Antagonist: qHTS; max response, negative = inhibition, %; D(3) dopamine receptor (Homo sapiens), P35462; D3R cells, DiscoveRx beta-arrestin luminescence, antagonist mode; hits give low values; actives 2.5% (n = 360,000); AID 652054, 2013; in the data active = max response below about -50%; inconclusive = no clear call, values can overlap the other calls; note: % is set by controls: 0 for no effect and ±100 for the full control effect; mostly tested at two doses, the higher about 12 µM
#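 Cells plated overnight at 1500 cells/well, then exposed to library compounds with dopamine controls for 90 minutes at 37 degrees C. DiscoveRx reagent added for 30–60 minutes at room temperature; luminescence read, quantitative HTS format.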
# KB-V1 MDR tox: qHTS assay for MDR1-selective chemotherapeutics: Primary screen using the drug-selected MDR subline cells KB-V1 | KB-V1 MDR cells viability, CellTiter-Glo, 72 h | actives 3.4% (n = 400,000) | Potency, µM (top dose mostly 46.1 µM), for the others: at the top dose activity change, negative = cytotoxicity, hits mostly cytotoxic | AID 1347076, 2019; note: potency is the fitted concentration of half-maximal effect; % is set by controls: 0 for no effect and ±100 for the full control effect; nearly all actives have a fitted effect of over 60% in size
#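 KB-V1, DMEM (no phenol red) + 10% FBS; cpd pin-transferred, titration series; 72 h, 37 degrees C; CellTiter-Glo, luminescence. Data normalized, curve-fit.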
# The depositor's hits bear a star; ? = inconclusive; / = not tested or not shown; & = joins results of further samples; [ ] = another dose, or the depositor's remark. Unless noted, calls come from the whole dose curve; as a rule, active = well fitted curve in the direction sought with a large enough effect; inconclusive = small, poorly fitted or top-dose-only effect, or another doubt; inactive = no such curve, though single readings can be large; an effect the other way counts as inactive or inconclusive.
SMILES,IL1B secr inh,D3 ag,HT1080-NT tox,SW480 rerep,GLP-1R agonist,KB-3-1 tox,HT1080 IDH1KD tx,D3 antag,KB-V1 MDR tox
CC(C)CC(C(=O)NCC1CCCO1)N(C(=O)Cn1nnc(-c2ccc(F)cc2)n1)c1cccc(C(F)(F)F)c1 (stereo not drawn),0,-3,-9%,-11%,2%,-8%,-19%,21,-21%
COc1ccc(F)cc1S(=O)(=O)Nc1ccncc1,2,0,-1%,-17%,-4%,5%,-2%,7,20%
COc1ccccc1Cc1nc2ccccc2nc1SCC(=O)Nc1c(C)cccc1C,/,-5,/,/,9%,24%,/,/,?
CC(C)(C)C1CCC(=NNC(=S)Nc2cccnc2)CC1 (stereo not drawn),16,-17,11%,-3%[1.84 µM],2%,0%,8%,0,0%
O=C(COC(=O)c1cccnc1Cl)NC1CCCCC1,-2,-7,-6%,2%,-7%,14%,-2%,-16,-6%
Cc1cc(C)c2c(n1)sc1c(N3CCN(CCO)CC3)ncnc12,-77*,-5,10%,0%,8%,5%,-9%,-3,?
Cc1ccc(C)c(NC(=O)Cn2cc(C(=O)C3CC3)c3ccccc32)c1,7,2,-12%,2%,6%,2%,-21%,-1,?
Nc1nc(-c2ccc([N+](=O)[O-])cc2)cs1,4,-5,-7%,-304%[inhibitor],-4%,-5%,-1%,-19,-23%
COc1ccc2c(c1)CCc1c(C(=O)NCC(C)C)noc1-2,0,7,6%,8%,11%,-5%,1%,-17,-12%
Cc1ccc(NS(=O)(=O)c2cc(Br)cnc2N)cc1C,71,-9,?,-10%,3%,-2%,?,5,6%
CC(=O)c1c(N(C)C)ccnc1C(F)(F)F,0,-2,8%,2%,-12%,-4%,2%,-25,20%
C[C@@H]1O[C@@H](OC[C@H]2O[C@@H](Oc3c(-c4ccc(O)c(O)c4)oc4cc(O)cc(O)c4c3=O)[C@H](O)[C@@H](O)[C@@H]2O)[C@H](O)[C@H](O)[C@H]1O,12,3&0,11%,-11%&-1%,3%&5%,/,10%,22,/

# Quoted from the listing:
# GLP-1R agonist with `COc1ccc(F)cc1S(=O)(=O)Nc1ccncc1` = -4%
# HT1080 IDH1KD tx with `COc1ccc2c(c1)CCc1c(C(=O)NCC(C)C)noc1-2` = 1%
# HT1080-NT tox with `CC(C)(C)C1CCC(=NNC(=S)Nc2cccnc2)CC1` (stereo not drawn) = 11%

# (list continues)
SMILES,IL1B secr inh,D3 ag,HT1080-NT tox,SW480 rerep,GLP-1R agonist,KB-3-1 tox,HT1080 IDH1KD tx,D3 antag,KB-V1 MDR tox
C/C(=N\NC(=O)COc1ccc2ccccc2c1)c1cccs1,-19,-1,0%,-4%,17%,7%,-3%,-3,0%
COC(=O)c1cn(-c2nc3ccccc3s2)nn1,23,1,1%,/,3%,19%,1%,23,-22%
Cc1cc([N+](=O)[O-])nn1CCCC(=O)Nc1sc2c(c1C(N)=O)CCC(C)C2 (stereo not drawn),3,-10,13%,-3%,1%,6%,11%,25,12%
Cc1cc(-c2nc3ncccc3o2)ccc1NC(=S)NC(=O)C(C)C,0,2,11%,?,0%,7%,15%,-6,-17%
Cc1ccc(-n2c3nc(=O)n(C)c(=O)c-3cc3ccccc32)c(C)c1,/,-6,/,/,-1%,1%,/,/,-12%
C/C(=N\Nc1nccnc1Cl)c1ccc(O)cc1,-25,-1,-2%,?,5%,-55%,?,-13,?
CN(C)c1ccc(N2CN=C3SCC(=O)N3C2)cc1,-4,0,-9%,?,-4%,-1%,-16%,0,17%
CCOc1ccc(NC(=O)C2CC(=O)NC(N3CCc4ccccc43)=N2)cc1 (stereo not drawn),2,1,9%,-2%,-8%,10%,13%,17,-12%
NC(=O)C1(N2CCCCC2)CCN(C(=S)Nc2ccc(Cl)cc2)CC1,19,32*,11%,-16%,-14%,12µM*,-1%,-13,-10%
FC(F)(F)c1ccccc1/C=N/N1CCN(Cc2ccccc2)CC1,-16,-22,9%,-2%,-2%,2%,1%,-66*,?
COC(=O)Nc1nc(-c2cc(Cl)ccc2Cl)cs1,-3,-3,-26%,1%,-1%,-3%,-27%,-4,7%
CCOC(=O)C(Sc1ncc(C#N)c(N)n1)C(C)C (stereo not drawn),28,-5,1%,8%,12%,-6%,-9%,8,7%
CCCC(=O)N1CCCC1(C)C(=O)N(C)Cc1cccc2ccccc12 (stereo not drawn),0,0,23%,/,0%,0%,25%,6,-4%
CCc1ccc(NC(=O)c2cc(-c3ccc(OC)cc3)on2)cc1,-8,1,13%,1%,-15%,-1%,11%,-14,15%
COc1ccc(CCNC(=O)C(C(=O)c2ccc(F)cc2)n2ccccc2=O)cc1OC (stereo not drawn),11,-6,4%,-12%,-4%,2%,3%,-7,-11%
COc1cccc(/C=N/n2c(C3CCCCC3)n[nH]c2=S)c1OC,0,-4,9%,7%,13%,9%,2%,-13,0%
Brc1ccc(-c2noc(COc3ccc4ccccc4c3)n2)o1,1,2,14%,-11%,4%,6%,7%,5,18%
CCC(C(=O)O/N=C(\N)c1ccccc1)c1ccccc1 (stereo not drawn),-8,-1,8%,0%,-2%,3%,3%,4,5%
N=C1C(c2nc(-c3ccc(F)cc3)cs2)=C(O)CN1CCCN1CCOCC1,?,0,?,-1%,-8%,4%,-26%,-21,4%
COCC(Cc1ccccc1)NC(=O)Cn1cc(C)c(=O)[nH]c1=O (stereo not drawn),29,-1,1%,-52%[inhibitor],5%,0%,7%,-18,0%
CC(C)NC(=O)c1cc(-c2ccco2)on1,-15,-11,10%,-4%,-9%,-7%,-17%,5,3%
O=C(CCN1C(=O)C2CC=CCC2C1=O)Nc1cc(C(F)(F)F)ccc1N1CCCC1 (stereo not drawn),13,-14,2%,-4%,-2%,-6%,-9%,-16,0%
O=[N+]([O-])c1ccc(O)c(-c2nn[nH]n2)c1,7,-15,5%,14%,-35%,-13%,13%,-12,?
COCCc1ccc(OC2(C)CCN(Cc3cccn3-c3nccs3)C2)cc1 (stereo not drawn),-4,-6,?,/,-7%,?,-29%,?,-15%
Cc1ccc(N(CCC#N)C(=O)COC(=O)C2CCN(S(=O)(=O)c3ccc4c(c3)OCCO4)CC2)cc1,12,-9,-12%,-1%,-13%,-3%,-7%,?,9%
Cc1ccc(C)c(N2C(=O)N(Cc3c(F)cccc3Cl)c3ccccc3S2(=O)=O)c1,/,65*,/,/,1%,-19%,/,/,2%
O=C(c1ccc([N+](=O)[O-])cc1)N1CCN=C1SCc1ccccc1,?,-3,-2%,4%,7%,3%,-12%,-5,?
COc1ccc(-c2csc(NCCn3c(C)nc4cc(C(F)(F)F)ccc43)n2)cc1,6,37*,2%,5%,5%,1%,0%,73,-9%
Cc1nc(Br)c(Br)n1Cc1ccccc1,40,-5,-5%,/,1%,?,?,-3,-30%
CCCOc1ccc(F)cc1-c1cc(C(=O)NCc2cccc(C(F)(F)F)c2)[nH]n1,-25,5,?,/,-2%,0%,?,-3,-10%
Cc1ccc(NC(=O)CN(c2ccc3c(c2)OCO3)S(=O)(=O)c2c(C)n[nH]c2C)cc1,-9,-4,-5%,5%,19%,-14%,-6%,41,-21%
COc1cccc(CC(=O)Nc2ccc3nc(C)sc3c2)c1,33,2,19%,9.2µM*,0%,7%,9%,3,?
CCc1ccc(NC(=O)CSc2nc3ccccc3nc2N2CCCCC2)cc1,32,12,10%,2%,-4%,-17%,4%,25,?
COc1ccc(COC(=O)Nc2cn(C)nc2C(F)(F)F)cc1,24,-8,-10%,-16%,-2%,6%,-2%,-10,16%
Cc1cc(C)cc(NC(=O)CNC(c2ccccc2)c2ccccc2)c1,-6,-11,-21%,?,10%,0%,-3%,2,-11%
NCCCC[C@@H](C(=O)NCCCCCCCCCCC(=O)N1CCNCC1)n1cc(CCCC(=O)O)nn1,26,28,19%,2%,2%,14%,12%,-14,0%
COCn1c(COc2ccc3ccccc3c2)nc2ccccc21,-15,1,-17%,-1%,6%,-2%,-13%,-10,?
COc1ccccc1NC(C)C(=O)N/N=C/c1ccccc1OCc1cccc(Br)c1 (stereo not drawn),-16,2,?,?,14%,0%,?,4,?
COc1ccc(CCNC(=O)CN2C(=O)NC(C)(c3ccc([N+](=O)[O-])cc3)C2=O)cc1 (stereo not drawn),28,-5,-5%,10%,4%,-3%,-6%,6,-7%
CCOC(=O)[C@]12CCCC=C1N(Cc1ccccc1)C(=O)[C@H](CC(=O)NCc1cccc(C(F)(F)F)c1)C2,?,2,29µM*,/,/,-20%,?,3,?
CCOC(=O)c1c(NC(=O)CN2CCCCC2)sc2c1CCCC2O (stereo not drawn),35,10,10%,0%,?,?,-3%,0,-1%
O=C(Nc1ccc2c(c1)Cc1cc([N+](=O)[O-])ccc1-2)C(F)(F)F,-8,-2,-1%,?,1%,-16%,-7%,-26,-2%

# Part of the list above, limited to KB-V1 MDR tox and D3 antag:
structure	KB-V1 MDR tox	D3 antag
CCOC(=O)[C@]12CCCC=C1N(Cc1ccccc1)C(=O)[C@H](CC(=O)NCc1cccc(C(F)(F)F)c1)C2	?	3
CCOC(=O)c1c(NC(=O)CN2CCCCC2)sc2c1CCCC2O (stereo not drawn)	-1%	0
O=C(Nc1ccc2c(c1)Cc1cc([N+](=O)[O-])ccc1-2)C(F)(F)F	-2%	-26
